Screening data deposited in PubChem BioAssay by National Center for Advancing Translational Sciences (NCATS).
TbPYK inhibitor: qHTS of Trypanosoma Brucei Inhibitors; pyruvate kinase (Trypanosoma brucei), Q57TT1; TbPYK enzyme, Kinase-Glo Plus ATP luminescence, 45 min; Potency, µM (doses to about 76.8 µM), for the others: at the highest dose activity, negative = inhibition, most hits filed as inhibitors; actives 0.12% (n = 410,000); AID 624173, 2012; active = well fitted inhibition curve with a large enough effect; note: nearly all actives have a fitted effect of over 50% in size
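TbPYK + substrate in 50 mM TEA pH 7.2, 100 mM KCl, 10 mM MgCl2, 0.05% BSA, 0.01% Tween-20; cpd pinned; ADP 130 uM final; 45 min RT; Kinase-Glo Plus 10 min; luminescence endpoint.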
Active calls of the source: *. % is set by controls: 0 for no effect and ±100 for the full control effect; potency is the fitted concentration of half-maximal effect.

nr	compound	TbPYK inhibitor
1	Cc1cc(C)cc(Cn2cc(CN3CC(N4CCN(CCN(C)C)CC4)CS3(=O)=O)nn2)c1 (stereo unspecified)	-2%
2	Cn1cc(-c2coc3c(C(=O)NCc4cccc(Cl)c4)cccc23)cn1	3%
3	O=C1c2ccccc2C(=O)N1N=Cc1ccc2c(c1)OCO2	-26%
4	CCCCC[C@H](C)N1C[C@@H](COCc2ccccc2)Oc2cc(N3CCC[C@H]3CO)ccc2S1(=O)=O	4%
5	CC(=O)Nc1cccc(NS(=O)(=O)c2ccc3c(c2)CCC(=O)N3)c1	-5%
6	CC(=O)c1cccc(-c2cnc3c(NC=O)cc(-c4ccc(F)cc4)cn23)c1	-13%
7	CSCC[C@H](NC(=O)[C@@H](Cc1ccc(O[S+](=O)([O-])O)cc1)NC(=O)[C@H](N)CC(=O)O)C(=O)NCC(=O)N[C@@H](Cc1c[nH]c2ccccc12)C(=O)N[C@H](CCSC)C(=O)N[C@H](CC(=O)O)C(=O)N[C@@H](Cc1ccccc1)C(N)=O	-6%
8	COc1ccccc1CN1C(=O)[C@@H]2Cc3c([nH]c4ccccc34)C(C)(C)N2C1=O	-5%
9	CC1(C(=O)Nc2ccc3c(c2)OCCO3)CCN1Cc1ccccc1OC(F)F (stereo unspecified)	1%
10	COc1cc2oc(=O)cc(CN3CCN(c4ccccc4F)CC3)c2cc1Cl	1%
11	C[C@H](CO)N1C[C@H](C)[C@H](CN(C)C(=O)Nc2ccnc(N3CCOCC3)c2)OCc2cnnn2CCCC1=O	7%
12	CCCCC1Cc2[nH][nH]c(=O)c2C(c2ccc(F)cc2)O1 (stereo unspecified)	-6%
13	N#Cc1cccc(NC(=O)c2cc(C3CCCCN3C(=O)c3ccccn3)on2)c1 (stereo unspecified)	-8%
14	COC1=C(C(=O)O)N2C(=O)[C@@H](NC(=O)C(N)C3C=CCC=C3)[C@H]2SC1 (stereo partly specified)	4%
15	COc1nc(=O)n(C2C=CC(=O)O2)cc1F (stereo unspecified)	-4%
16	Cc1cc(NC(=O)CS(=O)(=O)c2cn(Cc3cccc(C(F)(F)F)c3)c3ccccc23)no1	5%
17	CCc1nc2c(OCc3ccc(C(=O)N(C)C)cc3)cccn2c1N(C)C(=O)c1ccc(C)cc1	-6%
18	Cc1ccc(S(=O)(=O)N2C[C@]3(O)C[C@@H]4C(=O)N(c5ccccc5)C(=O)[C@@H]4C[C@]3(OC(=O)NCc3ccco3)C2)cc1	2%
19	CC(=O)Nc1cc(-c2ccc(N(C)C)cc2)cn2c(-c3ccc(F)c(Cl)c3)cnc12	2%
20	O=C1NC[C@H](CCCCN2C[C@H](Cc3ccccc3)N(CCC3CCCCC3)C(=O)C2=O)N(CC2CCCCC2)C1=O	-4%
21	O=c1cnc2cnc(N3CCNCC3)nc2n1Cc1cccs1	3%
22	CCCNC(=O)C1(C)CCN(Cc2ccc(-n3ccnc3)cc2)C1 (stereo unspecified)	3%
23	CCNC(=O)C1(C)CCN(C(=O)c2ccc(OC)c(OC)c2)C1 (stereo unspecified)	0%
24	Cc1ccc([C@H]2N[C@]3(CCCN(Cc4ccc(C(F)(F)F)cc4)C3=O)[C@H]3C(=O)N(C)C(=O)[C@@H]23)cc1	-5%
25	COc1ccc(NC(=O)N2CC3(CCN(C(=O)c4ccc(OC)cc4)CC3)C2)cc1	1%
26	CCOC(=O)CNC(=O)N1Cc2cc(-c3ccccc3)ccc2-n2nncc2C1	2%
27	Cc1ccccc1-c1csc(C(C)(O)c2ccc(F)c(F)c2)n1 (stereo unspecified)	1%
28	COc1ccccc1CC1(C)C(=O)Nc2ccc(OC(F)(F)F)cc21 (stereo unspecified)	-1%
29	C[C@H](CO)N1C[C@H](C)[C@@H](CN(C)S(=O)(=O)c2ccccc2)OCc2cn(nn2)CCCC1=O	-19%
30	COCCNC(=O)C1CCCN(C(=O)c2ccnc(Cl)c2)CC1 (stereo unspecified)	-11%

Brought forward from above: 2 entries, then new ones.
nr	compound	TbPYK inhibitor
29	C[C@H](CO)N1C[C@H](C)[C@@H](CN(C)S(=O)(=O)c2ccccc2)OCc2cn(nn2)CCCC1=O	-19%
30	COCCNC(=O)C1CCCN(C(=O)c2ccnc(Cl)c2)CC1 (stereo unspecified)	-11%
31	COc1ccc(C(=O)C=Cc2ccc3c(c2)OCO3)cc1OC	-2%
32	O=C(NCc1cccnc1)c1cc(C2CCCCN2C(=O)OCCF)on1 (stereo unspecified)	0%
33	COc1cc(CNC[C@H]2O[C@@H](n3cc(C)c(=O)[nH]c3=O)C[C@@H]2O)ccc1OCc1cccc(Cl)c1	-7%
34	O=C(O)c1ccc([N+](=O)[O-])nc1	-3%
35	Cc1cc2oc(=O)cc(CN(C)Cc3ccccc3)c2cc1C	3%
36	O=C1c2ccccc2C(c2nnnn2-c2ccc3c(c2)OCCO3)N1CCc1ccccc1F (stereo unspecified)	2%
37	Cc1ccccc1-c1ccc2c(c1)O[C@@H](CN(C)Cc1ccc(C(=O)O)cc1)[C@@H](C)CN([C@H](C)CO)S2(=O)=O	7%
38	COc1ccc(Br)cc1/C=N/NS(=O)(=O)c1ccccc1	5%
39	CC(C)NC(=O)N(C)C[C@@H]1Oc2cc(Br)ccc2S(=O)(=O)N([C@@H](C)CO)C[C@H]1C	-15%
40	CCCCn1nnnc1C1(C)CCC(=O)N1CCc1ccc(OC)c(OC)c1 (stereo unspecified)	-1%
41	CC(C)C[C@H]1CNC(=O)C(=O)N1C[C@H]1CCCN1C[C@H](Cc1ccc(O)cc1)N1C[C@H](CC(C)C)N(CC2CCCCCC2)C(=O)C1=O	4%
42	O=C(Nc1ccccc1)N1CC2(CCN(S(=O)(=O)c3ccccc3)CC2)C1	0%
43	COc1ccc(CNC(=O)COC(=O)CN2C(=O)C3CCCCC3C2=O)cc1 (stereo unspecified)	-1%
44	Cc1ccc(F)cc1C(=O)N1CCCC1(C)C(=O)NCC(C)C (stereo unspecified)	0%
45	O=C(Nc1cccc(OC(F)(F)F)c1)[C@@H]1O[C@H](CO)[C@H](O)[C@H](O)[C@H]1O	6%
46	CC(=O)OC[C@@H]1CN(Cc2ccccc2)C[C@H](n2cnc3c(N4CCN(c5ccccc5)CC4)ncnc32)O1	0%
47	Cc1ccc(NC(=O)CN(C)C(=O)c2cccc(S(=O)(=O)N3CCc4ccccc4C3)c2)cc1	-20%
48	Cc1nc(N)c2c(Cc3cccc4ccccc34)nn(C(C)(C)C)c2n1	-6%
49	CC(C)C[C@H]1COc2cc(N3CCN(Cc4ccccc4F)CC3)ccc2S(=O)(=O)N1	3%
50	COC(=O)[C@H](CC(C)C)NC(=O)/C=C/[C@H]1O[C@@H](n2cc(C)c(=O)[nH]c2=O)C[C@@H]1O	-2%
51	COC(=O)[C@H]1C[C@@]2(O)CN(S(=O)(=O)c3ccc(C)cc3)C[C@@]2(OC(=O)NCc2ccc(OC)c(OC)c2)C[C@H]1C(=O)OC	-5%
52	COc1cc(CNC(=O)c2cc(-c3cc(F)ccc3OC(C)C)n[nH]2)cc(OC)c1	3%
53	c1ccc(C(c2ccccc2)N2CCCC3(CCNCC3)C2)cc1	-6%
54	CCOC(=O)N1CCN(C(=O)c2ccc(CS(=O)c3cccc(C)c3)o2)CC1 (stereo unspecified)	2%
55	c1ccc2sc(-n3cc(C4CCCCC4)nn3)nc2c1	-2%
56	CC1=C(C(=O)N(C)C)CC(CC(=O)NCCc2ccccn2)C(=O)N1CCC1=CCCCC1 (stereo unspecified)	-2%
57	O=C(c1ccc(S(=O)(=O)Cc2cc(F)ccc2F)c([N+](=O)[O-])c1)N1CCOCC1	0%
58	CCCCOCCCNC(=O)C[C@@H]1C[C@@]2(C(=O)OCC)CCC=C2N(Cc2ccco2)C1=O	-7%
59	N#Cc1ccc(S(=O)(=O)N2CCCCC2c2cc(C(=O)NCc3cccnc3)no2)cc1 (stereo unspecified)	4%
60	COCCNC(=O)c1cccc2c(-c3cccc(C(N)=O)c3)coc12	0%

(more compounds)
nr	compound	TbPYK inhibitor
61	O=C(Nc1nnc([C@@H]2C[C@H](O)[C@@H](CO)O2)s1)c1cccc(C(F)(F)F)c1	-9%
62	Cc1cccc(C)c1-n1nnnc1C1(C)CCC(=O)N1CCc1ccccc1F (stereo unspecified)	7%
63	Cc1ccc(Cc2c(-c3ccc(Br)cc3)nc3ccc(Br)cn23)cc1	3%
64	NC(=O)C1CC(=O)N(c2ccc(OCc3ccc(Cl)c(Cl)c3)cc2)C1 (stereo unspecified)	-13%
65	CCOC(=O)C1(C)CCCN1C(=O)c1ccccc1F (stereo unspecified)	-7%
66	CC(C)C[C@H]1CN([C@@H](CC(C)C)CN2CCC[C@H]2CN2C(=O)C(=O)NC[C@@H]2Cc2ccc(O)cc2)C(=O)C(=O)N1CCc1ccccc1	-21%
67	Cc1ccc(-c2cc(NC=O)c3ncc(-c4cccc(C(=O)N(C)C)c4)n3c2)cc1	-15%
68	COCCNC(=O)c1cc(S(=O)(=O)N(C)C2CCCCC2)ccc1Cl	3%
69	Cc1cc(=O)oc2cc(OCC(=O)NC3(C#N)CCCCC3)ccc12	-3%
70	COCCCNC1=C(C#N)C(=O)NC(c2cccc([N+](=O)[O-])c2)S1 (stereo unspecified)	-6%
71	c1ccc(-c2ccc(CN3Cc4ccccc4-n4nncc4C3)cc2)cc1	-7%
72	CS(=O)(=O)c1ccc(Cl)c(NC(=O)c2ccc(-n3cncn3)c([N+](=O)[O-])c2)c1	0%
73	CN(C)c1ccc(-c2[nH][nH]c(=O)c2NC(=O)c2ccccn2)cc1	0%
74	Clc1ccccc1CNCc1ccc2c(c1)OCO2	-3%
75	Cc1ccc([C@H]2C[C@H](O)[C@@H](n3cc(C4CC4)nn3)CN2C(=O)c2cccs2)cc1	18%
76	CC(C)[C@H](N)C(=O)N[C@H]1CCC2C3CC=C4C[C@@H](O)CC[C@]4(C)C3CC[C@@]21C (stereo partly specified)	4%
77	COc1ccccc1CNc1nc(NCCOc2ccccc2Cl)c2sccc2n1	-7%
78	COC(=O)c1ccc(CN2C(=O)C(Cc3ccccc3)ON=C2c2ncccc2C)o1 (stereo unspecified)	-4%
79	O=c1[nH]cc(S(=O)(=O)N2CCN(c3ccc(F)cc3)CC2)c(=O)[nH]1	0%
80	NC(=S)NN=Cc1nccc2c(N)cccc12	-9%
81	CC(=O)Nc1ccc(CNc2nc(NCC3CC3)nc3ccsc23)cc1	-4%
82	Cc1ccc(S(=O)(=O)N2[C@H](c3ccc(Cl)cc3)CC(=O)[C@@H]3CN(S(=O)(=O)c4ccccc4C)[C@H](c4ccc(Cl)cc4)C[C@@H]32)cc1	-3%
83	CC1(C)CC(Cc2cccc(C(F)(F)F)c2)N(C(=O)OC(C)(C)C)C1 (stereo unspecified)	-6%
84	Cc1ccc(NC(=O)CCCN2C(=O)C(c3ccccc3)Oc3cccnc32)c(C)c1 (stereo unspecified)	3%
85	CCOC(=O)C1(C)CCCCCN1C(=O)c1ccc(OC)c(C(F)(F)F)c1 (stereo unspecified)	0%
86	COc1ccc(-n2nnnc2C(c2cccc3ccccc23)N2CCC3(CC2)C(=O)NCN3c2ccccc2)cc1 (stereo unspecified)	-3%
87	COc1ccc(Oc2ncc3nc(-c4cccs4)c(=O)n(C)c3n2)cc1	2%
88	Cc1nc(SCc2nc3ccccc3[nH]2)c2oc3cc([N+](=O)[O-])ccc3c2n1	-4%
89	COc1ccc(CCC(=O)N2CCN(S(=O)(=O)c3ccc(OC)c([N+](=O)[O-])c3)CC2)cc1	9%
90	Cc1ccc(Cc2c(-c3ccccc3)nc3ccc(Cl)cn23)cc1	5%

Molecules shown so far that have bromine (3):
nr	compound	TbPYK inhibitor
38	COc1ccc(Br)cc1/C=N/NS(=O)(=O)c1ccccc1	5%
39	CC(C)NC(=O)N(C)C[C@@H]1Oc2cc(Br)ccc2S(=O)(=O)N([C@@H](C)CO)C[C@H]1C	-15%
63	Cc1ccc(Cc2c(-c3ccc(Br)cc3)nc3ccc(Br)cn23)cc1	3%

Taken from above.
entry 45 @ TbPYK inhibitor = 6%
entry 1 @ TbPYK inhibitor = -2%
entry 85 @ TbPYK inhibitor = 0%
entry 8 @ TbPYK inhibitor = -5%
entry 13 @ TbPYK inhibitor = -8%

Additional structures follow.
nr	compound	TbPYK inhibitor
91	COC(=O)[C@]12CCCCC=C1N(CCC1=CCCCC1)C(=O)[C@H](CC(=O)NCc1ccc(C)o1)C2	-3%
92	CCCn1c(SC(C)C(=O)NC2CCCC(C)C2C)n[nH]c1=O (stereo unspecified)	-3%
93	Cc1ccc(S(=O)(=O)N2CC3(O)CN(C(=O)OC(C)C)N(C(=O)OC(C)C)CC3(OC(=O)NCc3ccco3)C2)cc1 (stereo unspecified)	7%
94	N#CCCn1c(=O)c(-c2cccc(C#N)c2)nc2cnc(Oc3ccccc3)nc21	-4%
95	COC1(OC)C=CC(=O)C=C1NC(=O)c1ccccc1OC(C)=O	-2%
96	CC1(C(=O)NS(=O)(=O)c2ccc(Br)cc2)CCN1C(=O)CC1CCCCC1 (stereo unspecified)	-3%
97	CC(C)NC(=O)C1(C)CCN1C(=O)C1(c2ccccc2)CCCC1 (stereo unspecified)	0%
98	O=C(COc1ccc(Cl)cc1Cl)NCCN1CCCC1	-11%
99	COc1ccc(C(=O)N2CCC[C@@]3(CCN(Cc4ccccc4OC)C3)C2)cc1	0%

3 entries from above, field by field:
(91) COC(=O)[C@]12CCCCC=C1N(CCC1=CCCCC1)C(=O)[C@H](CC(=O)NCc1ccc(C)o1)C2
  TbPYK inhibitor = -3%
(92) CCCn1c(SC(C)C(=O)NC2CCCC(C)C2C)n[nH]c1=O (stereo unspecified)
  TbPYK inhibitor = -3%
(93) Cc1ccc(S(=O)(=O)N2CC3(O)CN(C(=O)OC(C)C)N(C(=O)OC(C)C)CC3(OC(=O)NCc3ccco3)C2)cc1 (stereo unspecified)
  TbPYK inhibitor = 7%

This is a subset (hit frequency here may not be typical).
